Scp1 inh – Scp-1 phosphatase inhibitors, primary screen, biochemical, colorimetric, uHTS | Carboxy-terminal domain RNA polymerase II polypeptide A small phosphatase 1 (Homo … | Recombinant Scp1, phosphopeptide, malachite green phosphate absorbance | inhibition, % at 20 µM | hit rate 0.88% among 340,000;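 active means inhibition above about 50% at 20 µM, limit read from the data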;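 further: plate controls were DMSO wells with enzyme for no effect and wells lacking enzyme for full effect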
Target sequence (Q9GZU7 76-261 limits assumed): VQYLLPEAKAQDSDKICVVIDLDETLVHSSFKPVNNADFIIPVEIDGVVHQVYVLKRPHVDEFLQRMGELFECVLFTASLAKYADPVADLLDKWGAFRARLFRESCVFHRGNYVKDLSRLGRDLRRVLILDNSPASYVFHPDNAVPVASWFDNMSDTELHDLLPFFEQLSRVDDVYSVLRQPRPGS
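System: truncated SCP-1 phosphatase (76-261aa); medium: Tris acetate buffer pH 5.5 with MgCl2 and Tween-20; incubation: 45 min room-temperature reaction, 5 min colour, 30 min stabiliser; compound: single 20 µM dose, 1% DMSO; reagent: Phosphorylated 17-residue peptide substrate; read-out: % inhibition at 20 µM; technique: colorimetric free-phosphate detection, absorbance 630 nm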
STEP inh – STEP phosphatase inhibitors, primary screen, biochemical, fluorescence intensity, uHTS | Tyrosine-protein phosphatase non-receptor type 5 (Homo sapiens), P54829 | recombinant STEP, OMFP fluorogenic substrate | inhibition, % at 20 µM | hit rate 0.25% among 360,000;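 active means inhibition at 20 µM, scaled per plate between control wells, above about 37%, limit read from the data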;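 further: 0% = DMSO with enzyme and substrate and 100% = substrate only without enzyme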
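Assay system: isolated STEP enzyme / Timing: 20 min at room temperature, dark / Doses: 20 µM, 1% DMSO / Technique: fluorescence intensity, excitation 480 nm, emission 540 nm / Reagent: fluorogenic phosphatase substrate OMFP at 25 µM final / Measure: percent inhibition scaled to no-enzyme and uninhibited-enzyme controls, plate-pattern corrected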
DNMT1 inh – human DNMT1 methyltransferase inhibitors, primary screen, biochemical, molecular beacon, fluorescence, HinP1I cleavage, uHTS. inhibition (reported as % activation of signal), % at 10 µM. hit rate 0.83% among 360,000; in the data active means inhibition above about 50%
MsrA inhibitor – bovine MsrA enzyme inhibitors, primary screen, biochemical, absorbance, HTS | Methionine sulfoxide reductase A (Bos taurus) | purified bovine MsrA, absorbance read-out | inhibition, % at 15.5 µM | hit rate 0.75% among 360,000 | AID 651718, 2012; in the data active means inhibition above about 4.5%;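 further: 0% = vehicle wells with enzyme and 100% = reference inhibitor wells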
CSN deneddyl inh – inhibitors of CSN-mediated cullin deneddylation, primary screen, biochemical, fluorescence polarization, uHTS; COP9 signalosome complex subunit 5 (Homo sapiens), Q92905; Purified CSN, SCF-Nedd8-OG deneddylation; inhibition, % at 12.5 µM; hit rate 0.38% among 360,000; AID 651999, 2013;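 active means pattern-corrected inhibition above about 35%, with an unprinted fluorescence ratio check between 0.5 and 1.5, limit read from the data, passing the limit was not always enough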;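 further: 0% = enzyme with substrate and 100% = substrate without enzyme; some results filed as inactive read as strong as hits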
Target sequence (Q92905 whole entry, looked up, one chain of several): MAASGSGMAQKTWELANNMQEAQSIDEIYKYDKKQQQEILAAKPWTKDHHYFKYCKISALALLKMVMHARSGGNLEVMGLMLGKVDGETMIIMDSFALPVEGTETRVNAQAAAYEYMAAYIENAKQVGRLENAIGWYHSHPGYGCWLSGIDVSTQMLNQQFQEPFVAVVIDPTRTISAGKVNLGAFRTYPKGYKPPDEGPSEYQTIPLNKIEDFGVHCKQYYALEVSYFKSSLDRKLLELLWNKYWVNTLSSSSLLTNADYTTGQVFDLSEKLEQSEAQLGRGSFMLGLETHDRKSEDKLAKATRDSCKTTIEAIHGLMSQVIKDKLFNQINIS
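Material: human Csn5 produced in HEK293T cells; Input: enzyme 0.24 nM; Reagent: SCFSkp2-Nedd8OG substrate at 10 nM final; Dosing: 12.5 µM compound; Incubation: 90 min reaction at room temperature; Detection: fluorescence polarization of the substrate; Evaluation: % inhibition of substrate cleavage by Csn5; Control set: substrate-only high control, full reaction low control.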
LMPTP block – LMPTP phosphatase inhibitors, primary screen, biochemical, fluorescence intensity, uHTS. Low molecular weight phosphotyrosine protein phosphatase (Homo sapiens), P24666. recombinant LMPTP-A, OMFP fluorogenic substrate. inhibition, % at 20 µM. hit rate 0.22% among 360,000. AID 651560, 2012;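 active means compounds that cut the enzyme signal by at least half of the control window in the single-dose screen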;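 further: plate controls were DMSO wells with enzyme plus substrate for no effect and substrate without enzyme for full effect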
Target sequence (P24666 whole entry, looked up): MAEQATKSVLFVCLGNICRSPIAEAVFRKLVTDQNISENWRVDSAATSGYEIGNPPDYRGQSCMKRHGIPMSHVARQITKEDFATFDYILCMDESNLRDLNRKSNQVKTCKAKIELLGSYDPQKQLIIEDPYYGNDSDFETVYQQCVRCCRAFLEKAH
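Assay system: LMPTP-A, protein tyrosine phosphatase of low molecular weight / Medium: pH 6.0 Bis-Tris buffer with DTT and Triton X-100 / Schedule: 50 min enzyme reaction at room temperature, protected from light / Measured by: endpoint fluorescence intensity from OMFP dephosphorylation / Read-out basis: % inhibition relative to no-enzyme and uninhibited control wells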
SUMO1 PPI mod – modulators of SUMO1 protein-protein interactions, primary screen, biochemical, uHTS | Small ubiquitin-related modifier 1 (Homo sapiens), P63165 | SUMO1 binding to a labelled peptide, TR-FRET, 1 h | inhibition, % at 20 µM | hit rate 0.33% among 360,000 | AID 602429, 2012; in the data active means inhibition above about 37%
Target sequence (P63165 whole entry, looked up): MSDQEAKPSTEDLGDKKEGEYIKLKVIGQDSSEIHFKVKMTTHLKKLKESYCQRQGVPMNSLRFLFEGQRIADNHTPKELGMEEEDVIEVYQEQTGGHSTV
NadD block – inhibitors of S. aureus NadD, primary screen, biochemical, colorimetric, uHTS. purified NadD enzyme, colorimetric absorbance read-out. inhibition, % at 20 µM. hit rate 0.78% among 360,000; in the data active means inhibition above about 26%; further: some compounds past the cut are filed as inactive
Tb MetRS inh – T. brucei MetRS inhibitors, primary screen, biochemical, luminescence; purified T. brucei MetRS, ATP depletion, Kinase-Glo luminescence; inhibition, % at 11.9 µM; hit rate 0.4% among 360,000; AID 624268, 2012;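 active means inhibition above a per-plate cutoff of the control wells' mean inhibition plus 3 SD, cut at about 5.5% in these data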;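 further: 0% = DMSO wells median and 100% = median of wells with control inhibitor compound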
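Assay system: T. brucei methionyl-tRNA synthetase, purified | Medium: HEPES buffer with MgCl2, KCl, DTT, spermine, BSA, pyrophosphatase | Compound: 11.9 µM single point | Incubation: 15 min enzyme-compound preincubation, 2 h reaction, 10 min detection, 25 °C | Measured by: Kinase-Glo luciferase luminescence reporting remaining unconsumed ATP | Measure: % inhibition normalized to control-well medians | Replication: Singlicate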
Rpn11 block – Rpn11 (PSMD14) deubiquitinase inhibitors, primary screen, biochemical, fluorescence polarization, uHTS; 26S proteasome non-ATPase regulatory subunit 14 (Homo sapiens), O00487; human 26S proteasome, Ub4-pepOG fluorescence polarization; 20S core pre-blocked with epoxomicin; calls only at 20 µM; hit rate 0.59% among 360,000; AID 588493, 2011;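 active means inhibition at 20 µM, scaled to each plate's controls, above about 33%, limit read from the data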
An asterisk follows results filed as active; i = inactive; . = no result given. No enrichment for hits; about 3.9% have a hit in one of these screens.

SMILES	Scp1 inh	STEP inh	DNMT1 inh	MsrA inhibitor	CSN deneddyl inh	LMPTP block	SUMO1 PPI mod	NadD block	Tb MetRS inh	Rpn11 block
CC(C)NC(=O)Nc1cccc2c1O[C@H](CN(C)C(=O)NC1CCCCC1)[C@H](C)CN([C@H](C)CO)C2=O	5	5	-1	0.2	-1	0.2	4	-6	-0.4	i
COc1cccc(NC(=O)CN(C)C(=O)c2ccc(COc3ccccc3)o2)c1	-6	0	1	-1.1	-4	0.5	-2	1	-0.5	i
CN(CC(=O)Nc1ccccc1C(F)(F)F)C(=O)c1cccc(-n2cccc2)c1	1	1	0	0.8	-2	0.8	0	0	-0.4	i
Cc1ccc(S(=O)(=O)N(C)C[C@H]2Oc3ccc(NC(=O)Nc4c(C)noc4C)cc3CC(=O)N([C@@H](C)CO)C[C@@H]2C)cc1	-8	0	2	0.1	1	-1.2	0	0	-0.3	i
N#Cc1ccccc1S(=O)(=O)N1CCN(c2nc(-c3ccccc3)nc3ccccc23)CC1	.	-2	-9	-0.2	1	1.5	-5	10	-0.1	i
Cc1cc(C)c2c3c(cn2n1)c(=O)n(C)c(=O)n3C	-3	-2	0	2.4	-5	-0.5	-8	0	-1.5	i
COc1ccc(N2C(=O)C3CC(C)=C(C)CC3C2=O)c(OC)c1 (centres undefined)	-6	-5	4	0.8	-4	-1.0	4	2	0.3	i
CC(=O)Nc1ccc(S(=O)(=O)Nc2ccc(-c3ccc4nnc(C)n4n3)cc2)cc1	-3	3	-8	1.1	11	0.8	-2	2	0.0	i
Cc1ccc2c(c1)C(=O)CC1(CCCCCC1)O2	4	-1	4	0.6	7	-0.5	2	-7	-0.6	i
CC(C)(C)OC(=O)N[C@H](C(=O)OC(C)(C)C)c1ccc2c(c1)OCO2	1	0	6	-0.9	0	0.0	2	-15	0.7	i
CCCOC(=O)CCCCCCCCC(O)CN1CCCCC1 (centres undefined)	-2	-4	0	0.2	3	-1.6	-2	-9	-0.4	i
CC(C)(C)c1ccc(OC(=O)CN2C(=O)C3C4CCC(C4)C3C2=O)cc1 (centres undefined)	1	-1	-2	-1.2	-6	1.3	-1	-7	-0.8	i
COCCNC(=O)c1c(C)cc(C)cc1C	-7	-1	1	1.1	0	-0.9	-4	-4	-0.6	i
Cc1[nH]c2ccccc2c1CCC(N)=O	6	1	0	-1.4	2	-0.2	1	3	-0.5	i
O=c1cc2oc3cc(O)c(O)cc3c(-c3ccccc3O)c-2cc1O	31	2	110*	.	28	67*	6	46*	0.8	i
CCCCOc1ccc(CSc2nncn2N)cc1	-12	-2	1	0.5	1	-1.8	4	3	-1.0	i
Cc1ccc(N(C)C(=O)c2cnn(-c3ccccc3)c2C)c(C)c1	-2	2	3	0.5	-4	-1.2	3	-7	-0.5	i
COc1ccccc1N1CCN(Cc2ccco2)CC1	-7	4	2	1.0	0	-1.5	3	1	-1.2	i
S=c1[nH]nc(-c2ccncc2)n1CC1CCCO1 (centres undefined)	3	4	-10	0.7	-3	1.0	-3	5	-0.2	i
CCOc1nnc(C)c2c(C)n(-c3ccc(Cl)cc3)nc12	20	-6	2	0.0	-3	-0.9	1	0	-0.1	i
CCNC(=O)N1CCNC(=O)C1CC(=O)Nc1ccc(C(=O)OCC)cc1 (centres undefined)	-6	-4	49	-0.5	0	-3.8	-3	-1	-0.8	i
Cc1ccc(N2CC(C(=O)N/N=C/c3sccc3C)CC2=O)cc1 (centres undefined)	-4	1	-1	4.6*	-8	-1.6	-13	-1	0.2	i
Cc1ccnc(NC(=O)c2ccc(Br)s2)c1	-4	2	-1	1.7	5	0.3	3	-4	-0.8	i
O=C1CC(c2ccc(F)cc2)CC(O)=C1C=NCCN1CCN(C(=O)Nc2ccccc2)CC1 (centres undefined)	-2	-6	-1	0.1	1	-1.1	3	-4	-1.6	i
Cc1nn(Cc2c(Cl)cccc2Cl)c(C)c1C(=O)NCc1ccc(C)n1C	-9	6	-9	-0.3	1	-0.2	3	2	-0.3	i
Cn1cc(Br)c(C(=O)N/N=C/c2cc3ccccc3nc2Cl)n1	-2	-1	2	3.7	-3	-1.5	-36	-1	-0.8	i
O=C(N/N=C/c1ccccn1)c1cc(-c2ccccc2)nc2ccccc12	-4	-2	1	1.2	-2	0.5	-13	5	-0.5	i
Nn1c(SCC(=O)NCCc2ccc(F)cc2)nnc1C1CCCCC1	-6	0	3	-0.5	3	-1.8	4	1	-0.3	i
COc1cccc(-c2nnc3sc(-c4cccs4)nn23)c1	11	3	11	0.3	1	-0.6	3	1	-0.6	i
COc1cc(C(C)=O)ccc1Oc1cc(NN2CCCCC2)c([N+](=O)[O-])cc1[N+](=O)[O-]	-3	2	1	-1.3	0	3.3	-21	-15	-0.3	i
CC(C)C(=O)n1nc(-c2cccnc2)nc1NCc1ccc(F)cc1	-7	-1	1	0.5	4	-0.2	2	1	-0.6	i
O=C(Nc1sc2c(c1C(=O)O)CCC2)c1ccco1	5	-1	2	4.2	-3	0.9	5	-3	-0.3	i
NS(=O)(=O)c1ccc(CNC(=O)Cc2ccc(S(=O)(=O)N3CCOCC3)s2)cc1	-7	-2	-1	-0.1	-5	-0.1	-4	-3	-0.4	i
CCOC(=O)/C=C/S(=O)(=O)c1ccc(NC(C)=O)cc1	-4	-4	0	3.4	1	-1.1	1	-3	-0.5	i
COC(=O)C=CC(=NNc1ccccc1)c1ccccc1	-12	-1	-3	2.2	2	2.1	-8	-4	-0.3	i
CC1CCN(C(=O)c2ccc(Br)c(S(=O)(=O)N3CCOCC3)c2)CC1	-1	0	0	0.5	2	-0.5	0	-11	-0.4	i
CCOC(=O)C1(Cc2ccccc2C(F)(F)F)CCN(C(C)COC)CC1 (centres undefined)	-1	-2	17	0.3	-2	-1.2	-3	-6	-1.5	i
CC(=O)NCc1ccc(S(=O)(=O)N2CCN(S(=O)(=O)c3ccc4ccccc4c3)CC2)cc1	5	1	41	-1.0	-1	1.9	1	4	0.1	i
Cc1ccc(Cl)cc1N1CCN(C(=O)CCCn2c(=O)c3cccn3c3cccnc32)CC1	-2	6	-8	1.4	4	6.6	-3	9	0.1	i
Cc1ccc(NC(=O)NN(C)c2c(Cl)c(Cl)nn2C)cc1	-4	-1	0	1.0	2	-1.3	1	-2	0.0	i
CC1(C(=O)NS(=O)(=O)c2ccc(Cl)s2)CCN1C(=O)Cc1ccc(Cl)cc1Cl (centres undefined)	.	1	-1	-0.6	-4	-2.6	5	-5	-0.3	i
COc1ccc(C2(C)NC(=O)N(CC(=O)Nc3ccc(Br)c(C)c3)C2=O)cc1OC (centres undefined)	-1	-2	-1	-0.1	3	0.9	6	2	2.6	i
CCOc1ccc(NC(=O)CN(C)C(=O)C2(c3ccccc3)CC2)cc1OCC	-6	2	0	-1.7	-1	-0.5	7	-1	-0.7	i
CCCCCC/C(=N\NS(C)(=O)=O)c1ccccc1	-6	4	2	-0.6	-1	-1.8	-2	0	-0.1	i
COC(=O)c1ccccc1NC(=S)NC(=O)C1CC1	-14	-1	1	12*	6	-1.5	2	-3	0.0	i

Three compounds drawn at random from those above:
SMILES	Scp1 inh	STEP inh	DNMT1 inh	MsrA inhibitor	CSN deneddyl inh	LMPTP block	SUMO1 PPI mod	NadD block	Tb MetRS inh	Rpn11 block
CC1(C(=O)NS(=O)(=O)c2ccc(Cl)s2)CCN1C(=O)Cc1ccc(Cl)cc1Cl (centres undefined)	.	1	-1	-0.6	-4	-2.6	5	-5	-0.3	i
Cc1ccc(NC(=O)NN(C)c2c(Cl)c(Cl)nn2C)cc1	-4	-1	0	1.0	2	-1.3	1	-2	0.0	i
O=C(Nc1sc2c(c1C(=O)O)CCC2)c1ccco1	5	-1	2	4.2	-3	0.9	5	-3	-0.3	i

Further structures follow.
SMILES	Scp1 inh	STEP inh	DNMT1 inh	MsrA inhibitor	CSN deneddyl inh	LMPTP block	SUMO1 PPI mod	NadD block	Tb MetRS inh	Rpn11 block
COc1ccc(S(=O)(=O)Nc2nc3ccccc3nc2NCC2CCCO2)cc1 (centres undefined)	-7	-2	0	2.7	-1	-1.6	0	-3	-0.8	i
O=C(CN1C(=O)C2CCCCC2C1=O)Nc1cccc(C(F)(F)F)c1 (centres undefined)	-5	-2	-5	0.1	2	-1.2	-1	-2	0.7	i
COc1ccc(C(=O)NCc2nnc(SCC(=O)Nc3cc(C)cc(C)c3)o2)cc1OC	-7	0	0	-0.2	1	-1.5	2	7	-0.3	i
CCn1c(Cc2ccc(OC)cc2)nc2ccccc21	6	1	8	-1.4	0	2.7	-3	-2	-0.8	i
O=C(CN1CCOCC1)Nc1ccc(Br)cc1	-12	-1	0	-0.1	-6	-0.3	6	-5	0.4	i
NC(=O)c1c(NC(=O)Cn2cc([N+](=O)[O-])cn2)sc2c1CCCC2	-3	-1	-4	0.5	-6	0.4	-5	-5	-0.1	i
O=C(NCc1ccccn1)c1ccc2ccccc2n1	5	-2	2	1.1	-3	-2.3	-7	-4	-0.5	i
O=S1(=O)c2cccc3cccc(c23)N1Cc1nnc(-c2ccccc2Br)o1	-7	3	-8	0.6	3	4.1	-3	4	0.0	i
Cc1oc(-c2cccs2)nc1CN1CCN(CC(C)C)C(CCO)C1 (centres undefined)	-10	8	-3	1.3	0	-1.3	-1	-1	-0.4	i
CN(CC(=O)Nc1cccc(F)c1)CC(=O)Nc1ccccc1Oc1ccccc1	-1	2	-5	0.0	1	1.1	3	3	-0.8	i
Cc1noc(C(=O)Nc2c(C)n(C)n(-c3ccccc3)c2=O)c1Cl	-6	2	-4	-1.0	0	0.2	-1	2	-0.4	i

Screening results deposited in PubChem by several laboratories.
